Source: PubChem BioAssay (University of Kansas High Throughput Screening Laboratory)
Pf apPOL block: Pf-apPOL DNA polymerase inhibition | Recombinant Pf-apPOL, molecular beacon fluorescence, 1.5 h | inhibition, % at 10 µM | 210,000 compounds, 0.25% hits
mHTT-CaM PPI inh: inhibitors of human mutant huntingtin-calmodulin interaction. P42858. AlphaScreen His-mHTT/GST-CaM binding, luminescence. inhibition, % at 15 µM. 190,000 compounds, 3.6% hits;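 further: 0% = both proteins with DMSO and 100% = one protein alone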
Starred values were filed as active, the others as inactive; i = inactive; . = not tested or not shown; & = joins results of further samples; ! = not active in a repeat. No stated cut-off is given here; in the data, active means inhibition above about 50%; inactive means the rest.

SMILES	Pf apPOL block	mHTT-CaM PPI inh
O=C(Nc1cccc([N+](=O)[O-])c1)C1(S(=O)(=O)c2ccc(Cl)cc2)CC1	-10	2
COc1ccc(CNC(=O)c2nc(C)n(C3CCN(C(C)=O)CC3)c2C)cc1	-4	3
Cc1ccnc(NS(=O)(=O)c2ccc(NC(=O)c3ccc(Br)o3)cc2)n1	0	1
COc1ccccc1NC(=O)O[C@@H]1C[C@H]2C[C@@H]1[C@H]1CCCCN1[C@H]2C	-2	-4
CCCCNC(=O)C1CCN(c2ncccc2-c2nc(-c3ccccc3)no2)CC1	-3	-9
C=CCN(c1ccccc1)S(=O)(=O)c1ccc2[nH]cc(C(=O)NCc3cccnc3)c(=O)c2c1	-1	25
O=C(Cc1ccccc1[N+](=O)[O-])Nc1cccc(I)c1	2	2
CCOc1ccc(C(=O)Nc2c3c(nn2-c2ccc(F)cc2)CS(=O)C3)cc1OCC (stereo not given)	-3	6
Fc1ccc(C2CC(c3ccccc3)n3ncnc3N2)cc1 (stereo not given)	2	-6
COc1ccc(-c2c(NC(=O)CC(C)C)oc3c(C)cccc3c2=O)cc1OC	-10	2
Nc1nonc1-n1nnc(C(=O)O)c1-c1ccccc1	-1	-6
COc1ccc(/C=C2\C(=O)NN(c3ccc(Cl)c(Cl)c3)C2=O)cc1	-5	5
CCc1nnc(-c2cccn2CC(=O)Nc2ccccc2)o1	-1	-2
Cc1ccccc1CS(=O)(=O)CCC(=O)N1CCc2ccccc2C1	0	2
Cn1cccc1C(=O)N1CCC(c2nc(-c3ccccc3)no2)C1 (stereo not given)	-6	32
CC(C)Cc1ccc(S(=O)(=O)N2CCC(Cc3nc4cccnc4n3C)C2)cc1 (stereo not given)	-8	1
COc1cccc(-c2ccc(C(=O)N3CCOCC3)cn2)c1	2	-6
O=S(=O)(Nc1ccc(S(=O)(=O)Nc2nccs2)cc1)c1ccc2c(c1)OCCO2	.	-2
COc1cccc(C2=NN(C(=O)c3ccccc3)C(O)(C(F)(F)F)C2)c1 (stereo not given)	-3	8
Cc1nn2c(=O)/c(=C/c3cccc(Oc4ccccc4)c3)sc2nc1=O	8	25
Cc1cccc2c1N(CC(=O)NCc1ccc3c(c1)OCO3)C(=O)C1CCCN1C2=O (stereo not given)	-5	-3
Cc1ccc(NC(=O)c2csc(-c3ccc(N4CCCC4)nc3)n2)cc1F	0	-3
Cc1cccc(CN2CCN(C3CN(Cc4cn(Cc5ccc(C(F)(F)F)cc5)nn4)S(=O)(=O)C3)CC2)c1 (stereo not given)	1&-7	3&-4
CCCCC(CC)C(=O)Nc1nc2ccc(S(C)(=O)=O)cc2s1 (stereo not given)	0	6

Compounds above containing a Cl atom, in the order listed:
SMILES	Pf apPOL block	mHTT-CaM PPI inh
O=C(Nc1cccc([N+](=O)[O-])c1)C1(S(=O)(=O)c2ccc(Cl)cc2)CC1	-10	2
COc1ccc(/C=C2\C(=O)NN(c3ccc(Cl)c(Cl)c3)C2=O)cc1	-5	5

Next part.
SMILES	Pf apPOL block	mHTT-CaM PPI inh
CCOC(=O)CSc1nnc(CCn2ccc(=O)[nH]c2=O)o1	0	-5
Cc1ccc(NCCNS(=O)(=O)c2ccc(OC(F)(F)F)cc2)nn1	-11	-18
COc1ccc(-c2cn3ccn(-c4ccccc4OC)c(=O)c3n2)cc1	-2	-6
COc1ccc(CNC(=O)c2cc3cc4ccc(OC)cc4nc3o2)c(OC)c1	1	2
Cc1ccccc1CNC(=O)C1CCN(c2ccc(N3CCCCC3)nn2)CC1	-8	19
Cc1nn(-c2ccccc2)c2nc(C3CC3)nc(N3CCCC3)c12	-2	-5
COc1cc(-c2nc(N3CCCCC3C)c3ccccc3n2)cc(OC)c1OC (stereo not given)	0	-7
CC(C)(C)C1CCC2(CC1)C(C#N)=C(SCC(=O)NC1CCCCC1)NC(=O)C2C#N (stereo not given)	-2	13
O=C(C1CCCO1)N1CCC(OCc2nc(-c3ccccc3)no2)CC1 (stereo not given)	-3	8
O=C(Nc1cccc(F)c1)c1ccc(-c2cccc(F)c2)nc1	0	-12
COc1ccc(NC(=O)C2=C(C)NC(=O)NC2c2ccc(N(C)C)cc2)c(OC)c1 (stereo not given)	-3	9
Brc1ccc(-c2cn3ccccc3n2)s1	-14	5
CCCOc1cccc(C(=O)Nc2ccc(NC(=O)CC)cc2)c1	-16	-7
CN1C(=O)c2ccc(NC(=O)CN3C(=O)c4ccccc4C3=O)cc2C1=O	-4	-2
CCCCOc1ccc(C2=N/C(=C/c3cc(OC)ccc3OC)C(=O)O2)cc1	-4	-4
CCc1ccc(OCC(=O)Nc2ccc(N3CCN(C(C)=O)CC3)cc2)cc1	-9	3
CC(C)Cc1nc(S(=O)(=O)c2ccccc2)c(N2CCOCC2)o1	3	-3
CSc1ccccc1C(=O)N1CCN(S(=O)(=O)C2CC2)CC1	3	1
Cc1cccc2sc(NC(=O)c3ccc(=O)n(Cc4cccc([N+](=O)[O-])c4)c3)nc12	0	12
COc1ccc(OC)c(C2C=C(Nc3ccc(C)cc3)C(=O)N2c2ccc(C)cc2)c1 (stereo not given)	-6	2
CC(=O)c1ccc(NC(=O)C2CC(=O)N(c3ccc4c(c3)CCN4C(C)=O)C2)cc1 (stereo not given)	-9	-9
Cc1ccc(C(=O)N2CCCN(Cc3noc(-c4ccccc4)n3)CC2)cc1	2	-3
C/C(=N\n1cnc2sc3c(c2c1=O)CCCC3)N(C)C	-1	i
CCC(C)Nc1ncnc2c1cnn2-c1ccccc1 (stereo not given)	-6	13
COc1ccc(C(=O)Nc2nc3ccc(C)cc3s2)cc1OC	2&-6	51*!
CC(NC(=O)C1CCCCC1)c1ccccc1 (stereo not given)	-5	-9
O=C(NC1CCCCC1)c1ccc2c(c1)NC(=O)C1CCCCN21 (stereo not given)	2	-6
CCCN(CCC)CCNC(=O)C1CCN(c2nc3ccc(OC)cc3s2)CC1	-2	-3
CCOc1ccc(NC(=O)N2CCCC2c2nc(-c3cccc(OC)c3)no2)cc1 (stereo not given)	-1	4
CC1CC(C)CN(c2ccc(-n3cnnn3)cc2[N+](=O)[O-])C1 (stereo not given)	0	20
Cc1cccc(NC(=O)N2CCC(c3nc(C(=O)N(C)C)c(C)o3)CC2)c1	0	4
O=C(Nc1nc2ccc(Br)cc2s1)NC1CCCC1	-2	-10
Cn1c(C2CCC(CNC(=O)c3ccsc3)CC2)nc2ccccc21 (stereo not given)	-5	-9
CCN1c2ccc(F)cc2C(=O)NC12CCN(C(=O)c1ccc(C)cc1)CC2	2	1
COc1ccccc1CNc1ncnc(N)c1[N+](=O)[O-]	-3&-7	-14&1
O=C(CSC1CC(=O)N(c2ccc(C(=O)O)cc2)C1=O)Nc1ccc(F)cc1 (stereo not given)	1	10
Cc1ccc(C2=NN(C(=O)CN(C)C(=O)C(C)C)C(c3ccc(F)cc3)C2)cc1C (stereo not given)	3	98*
CC(=O)C1=C(C)NC(SCC(=O)c2ccccc2)=C(C#N)C1c1ccccc1Cl (stereo not given)	-3	-57
Fc1ccccc1C1C=C(c2ccc(Br)cc2)Nc2ncnn21 (stereo not given)	-10	2
O=C1c2ccccc2C(=O)C1c1ccccn1	9	0
O=C(C1CCCN(c2nnc3ccccn23)C1)N1CCCCC1 (stereo not given)	-3	-4
Cc1ccc(S(=O)(=O)Cc2cc([N+](=O)[O-])ccc2O)cc1	4	4
Cc1cc(=O)c2nncn2[nH]1	3	.
O=C(NCCc1ccc(Cl)cc1)C1C2C=CC3(CN(Cc4ccccc4Cl)C(=O)C13)O2 (stereo not given)	3	3
Cn1cc(CC(=O)NCc2cccc(C(F)(F)F)c2)c2cccnc21	-3	-1
CC(NC(=O)C(=O)Nc1ccccc1)c1ccccc1 (stereo not given)	-11	0
CC(O)c1cccc(NC(=O)C2C3C=CC(O3)C2C(=O)O)c1 (stereo not given)	3	-2
c1cc2nnc(C3CC3)n2nc1N1CCCC1	-4	-4

Rewritten with values under each structure: entries from further up
Each structure is followed by: Pf apPOL block | mHTT-CaM PPI inh
CC(=O)C1=C(C)NC(SCC(=O)c2ccccc2)=C(C#N)C1c1ccccc1Cl (stereo not given)
  -3 | -57
Fc1ccccc1C1C=C(c2ccc(Br)cc2)Nc2ncnn21 (stereo not given)
  -10 | 2

Record cards, as listed above. Screens in order: Pf apPOL block | mHTT-CaM PPI inh
CC(NC(=O)C(=O)Nc1ccccc1)c1ccccc1 (stereo not given) as listed: -11 | 0
Cc1ccc(S(=O)(=O)Cc2cc([N+](=O)[O-])ccc2O)cc1 as listed: 4 | 4
O=C(C1CCCN(c2nnc3ccccn23)C1)N1CCCCC1 (stereo not given) as listed: -3 | -4
Cc1ccc(C2=NN(C(=O)CN(C)C(=O)C(C)C)C(c3ccc(F)cc3)C2)cc1C (stereo not given) as listed: 3 | 98*
CC(O)c1cccc(NC(=O)C2C3C=CC(O3)C2C(=O)O)c1 (stereo not given) as listed: 3 | -2

Continued:
SMILES	Pf apPOL block	mHTT-CaM PPI inh
Cc1ccc(NCN2C(=O)C3CCCCC3C2=O)cc1 (stereo not given)	-6	2
O=C(c1cc(-c2cccnc2)n[nH]1)N1CCCC1	5	-6
COc1ccc(C(=O)Nc2ccc3c(c2)OC(F)(F)O3)cc1OC	-2	-5
CCOC(=O)C1CCN(CC(=O)O)CC1	5&-1	-1&-16
COc1cc(/C=C2/C(=O)N(c3ccc(Cl)c(C(=O)O)c3)N=C2C)cc([N+](=O)[O-])c1O	4	19
CCN(CC)c1ncc2c(n1)CCC(C(=O)Nc1cccc(C(=O)OC)c1)C2 (stereo not given)	-5	7
C#CCSc1nc2ccccc2c(=O)n1C1CCCC1	-2	-10
CCC(C(=O)Nc1ccc(C)cc1Br)c1ccccc1 (stereo not given)	8	-66
Cc1ccc(S(=O)(=O)c2cc3c(=O)n4cc(C)ccc4nc3n(Cc3ccccc3)c2=N)cc1	2	-1
CC(C)(C)C(=O)Oc1ccc2c3c(c(=O)oc2c1)CCC3	2	-2
C=CCn1cc(/C=C2\C(=O)NC(=O)N(c3cccc(F)c3)C2=O)c2ccccc21	-2	17
O=C(Cc1cccs1)NCc1cccnc1-c1ccc(F)cc1	1	-11
CCC(C)NC(=O)c1ccc(-c2nc(-c3cccc(F)c3)no2)cc1 (stereo not given)	-2	-1
COc1nccc(N2CCC(CC(=O)N3CCN(c4ccccc4F)CC3)CC2)n1	-6	9
CC(=O)Nc1ccc(NC(=O)c2ccccc2OC(F)F)cc1	5	-8
Cc1ccc(-c2csc(=Nc3ccccc3)n2CCO)cc1	-6	52*
COC(=O)c1c(NC(=O)N2CCCC2c2cc(C)no2)sc2c1CCCC2 (stereo not given)	-5	21
CCCCc1c(O)c2cnn(-c3ccccc3)c2[nH]c1=O	-26	.
O=C(Cc1nnc(NC(=O)Nc2ccccc2F)s1)NCc1ccccc1	-5	-2
COc1ccc2oc(=O)c(-c3csc(Nc4ccccc4F)n3)cc2c1	-3	5
CCOCCCNC(=O)N1CCCC(C)(C(=O)NCc2ccc(C)cc2)C1 (stereo not given)	1	-3
COC(=O)c1sccc1NC(=O)c1cc(S(=O)(=O)C(C)C)c(SC)s1	-4	.
Cc1cccc(CC(=O)N2CCC(c3nc(-c4ccncc4)no3)C2)c1 (stereo not given)	-1	-3
CCOc1ccccc1NC(=O)C(=O)NCc1cc(C)oc1C	0	-5
COc1ccc(Br)cc1C(=O)Nc1cccc(C)c1C	-3	-1
Cc1cc(OCCCCSC#N)ccc1Cl	2	-154

Entries above containing a furan ring, fused or not, in the order listed:
SMILES	Pf apPOL block	mHTT-CaM PPI inh
Cc1ccnc(NS(=O)(=O)c2ccc(NC(=O)c3ccc(Br)o3)cc2)n1	0	1
COc1ccc(CNC(=O)c2cc3cc4ccc(OC)cc4nc3o2)c(OC)c1	1	2
CCOc1ccccc1NC(=O)C(=O)NCc1cc(C)oc1C	0	-5
